Compound activity deposited in PubChem BioAssay by National Center for Advancing Translational Sciences (NCATS).
aGlu spleen mod: qHTS Assay for Inhibitors and Activators of Human alpha-Glucosidase From Spleen Homogenate; Lysosomal alpha-glucosidase (Homo sapiens), P10253; human spleen homogenate, 4-MU-alpha-glucoside fluorescence; Potency, µM (doses to about 79.9 µM), inactives show at the highest dose activity change, negative = inhibition, usual class: inhibitors; 0.006% of 240,000 active;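 note: potency is the fitted concentration of half-maximal effect; 0% = enzyme with vehicle and -100% = no enzyme basal signal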
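Human spleen homogenate (1 ug) with 4-methylumbelliferyl-alpha-D-glucopyranoside (1 mM final) in 50 mM citrate/phosphate pH 5.0, 0.01% Tween-20; 40 min at 37 C. Stopped at pH 10; 4-MU fluorescence Ex 365/Em 440 nm; AC50 by Hill fit.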
HTT cytoprotect: qHTS Multiplex Assay to Identify Dual Action Probes in a Cell Model of Huntington: Cytoprotection (ATP). 0.14% of 230,000 active. PC12 HTT-Q103 induced, cytoprotection, ATP luminescence, 40 h. Potency, µM (highest dose often 56.4 µM), for inactives: cytoprotection (ATP increase), usual class: activators;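 note: potency is the fitted concentration of half-maximal effect; % of control where 0% means no effect; nearly all actives have a fitted effect of over 45% in size; toxic huntingtin expression switched on by the ecdysone agonist tebufenozide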
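ATP quantification (ATPlite) reports survival of PC12 cells in which tebufenozide, 100 nM final, switches on Htt exon 1 with 103 glutamines linked to GFP; compounds are titrated.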
CBFb-RUNX1 inh: qHTS Assay for Compounds Blocking the Interaction Between CBF-beta and RUNX1 for the Treatment of Acute Myeloid Leukemia. Runt-related transcription factor 1 (Homo sapiens) + Core-binding factor subunit beta …. AlphaScreen CBFb-His/RUNX1-biotin binding, biochemical. Potency, µM (top dose mostly 59.8 µM), inactives show top-dose activity, negative = inhibition, usual class: inhibitors. 230,000 tested, under 10 active. AID 1477, 2009; note: % of control where 0% means no effect
Target sequence (Q01196 whole entry, looked up): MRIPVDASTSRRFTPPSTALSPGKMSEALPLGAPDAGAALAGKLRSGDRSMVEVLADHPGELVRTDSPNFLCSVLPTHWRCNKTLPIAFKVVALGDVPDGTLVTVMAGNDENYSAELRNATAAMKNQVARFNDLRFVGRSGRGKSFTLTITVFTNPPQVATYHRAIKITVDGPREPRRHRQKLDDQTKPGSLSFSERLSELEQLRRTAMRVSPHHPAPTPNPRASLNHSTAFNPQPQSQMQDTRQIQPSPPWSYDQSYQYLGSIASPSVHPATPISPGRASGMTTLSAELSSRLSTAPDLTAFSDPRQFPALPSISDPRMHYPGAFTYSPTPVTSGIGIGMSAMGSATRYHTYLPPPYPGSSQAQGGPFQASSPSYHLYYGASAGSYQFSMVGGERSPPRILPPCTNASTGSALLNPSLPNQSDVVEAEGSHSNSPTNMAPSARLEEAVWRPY
Target sequence (Q13951 whole entry, looked up): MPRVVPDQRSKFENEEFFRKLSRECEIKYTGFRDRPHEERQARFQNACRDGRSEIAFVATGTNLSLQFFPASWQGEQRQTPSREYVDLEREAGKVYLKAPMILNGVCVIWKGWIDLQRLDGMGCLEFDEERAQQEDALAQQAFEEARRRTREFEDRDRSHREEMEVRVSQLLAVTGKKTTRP
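AlphaScreen proximity signal reports loss of binding between His-tagged CBF-beta and biotin-labelled RUNX1, each at 30 nM. Proteins are pre-associated for 20 minutes, compounds added for 15 minutes, then beads for 90 minutes, all at ambient temperature.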
HTT aggregate: qHTS Multiplex Assay to Identify Dual Action Probes in a Cell Model of Huntington: Aggregate Formation (GFP) | PC12 HttQ103-GFP aggregates, Acumen cytometry, 40 h | Potency, µM (top dose mostly 46.1 µM), for inactives: at the highest dose activity change, negative = inhibition, actives largely listed as inhibitors | AID 1688, 2009 | 1.1% of 220,000 active; note: potency is the fitted concentration of half-maximal effect; % is set by controls: 0 for no effect and ±100 for the full control effect; nearly all actives have a fitted effect of over 60% in size
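Steps: seed 1500 PC12 HTTQ103-GFP cells/well; add tebufenozide, 100 nM final; add compound titration; add ATPLite reagent; quantify GFP aggregates by laser scanning cytometry.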
GAA inhib: qHTS Assay for Inhibitors of Human alpha-Glucosidase as a Potential Chaperone Treatment of Pompe Disease. Lysosomal alpha-glucosidase (Homo sapiens), P10253. purified human GAA, 4-MU-alpha-glucoside fluorescence. Potency, µM (doses to about 76.9 µM), inactives show at the highest dose activity change, negative = inhibition, usual class: inhibitors. 0.005% of 200,000 active;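 note: potency is the fitted concentration of half-maximal effect; plate controls were uninhibited enzyme wells for no effect and no-enzyme background for full effect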
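Human alpha-glucosidase, 4 nM, pre-mixed with test compounds before 400 uM 4-methylumbelliferyl substrate; 20 min room temperature at pH 5.0. Fluorescence read after pH 10 stop; AC50 values from Hill-equation fits.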
Lamin A splicing: qHTS Assay for Modulators of Lamin A Splicing; HeLa LMNA splicing GFP/RFP minigene ratio, 48 h; Potency, µM (titrated, usually from 46.1 µM), for the others: top-dose ratio change, negative = inhibition, usual class: inhibitors; 0.01% of 200,000 active; AID 1487, 2009; active = well fitted inhibition curve with a large enough effect in the signal ratio, with a control signal flat, not every such curve was filed as active; inconclusive = small, poorly fitted or top-dose-only effect, or effect the other way, or a change in a side signal; the % refers to the signal ratio; note: potency is the fitted concentration of half-maximal effect; % is set by controls: 0 for no effect and ±100 for the full control effect
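S3 HeLa stable clones carrying a lamin A-EGFP splicing minigene plus DsRed2 were seeded at 600 cells/well in Opti-MEM with 2% FBS, pin-dosed and incubated 48 h at 37°C. Acumen cytometry (488 nm) gave the GFP/RFP total-intensity ratio.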
GAA glycogen: qHTS Assay for Inhibitors and Activators of Human alpha-Glucosidase Cleavage of Glycogen; Lysosomal alpha-glucosidase (Homo sapiens), P10253; recombinant GAA, glycogen substrate, Amplex Red glucose oxidase fluorescence; Potency, µM (top dose mostly 76.4 µM), without a hit: top-dose activity change, negative = inhibition, usual class: inhibitors; 0.38% of 300,000 active; AID 2100, 2009;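 note: potency is the fitted concentration of half-maximal effect; 0% = full enzyme reaction and -100% = no-enzyme basal signal; the screen sought inhibitors and activators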
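Recombinant human alpha-glucosidase (4 nM final) hydrolysed bovine liver glycogen (30 ug) for 40 min at 37 C in pH 5.0 citrate/phosphate with 0.01% Tween-20. Released glucose detected by glucose oxidase/Amplex Red, Ex 573/Em 610 nm. Compounds up to 77 uM; AC50 from Hill fits.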
An asterisk follows results filed as active; ? = inconclusive; . = no result given; [ ] = dose if it differs, or a comment. Unless noted, calls come from the whole dose curve; as a rule, active = well fitted curve in the direction sought with a large enough effect; inconclusive = small, poorly fitted or top-dose-only effect, or another doubt; inactive = no such curve, though single readings can be large; an effect the other way counts as inactive or inconclusive.

Values run as follows: aGlu spleen mod, HTT cytoprotect, CBFb-RUNX1 inh, HTT aggregate, GAA inhib, Lamin A splicing, GAA glycogen
> O=C(COc1ccccc1)Nc1ccccc1N1CCCCC1
→ -0.8%, 10.9%[10 µM], 16.7%, 3.2%, -3.1%, ?, -11.3%
> COc1ccc(-c2csc3ncnc(Oc4ccc5c(C)cc(=O)oc5c4)c23)cc1
→ 0.4%, 13.3%[10 µM], -3.7%, -17.1%, 2.7%, ?, -10.8%
> COc1ccc(C(=O)N2CCN(c3ccccn3)CC2)cc1
→ -8.0%, 18.0%, 3.5%, 5.6%[9.22 µM], -13.2%, 3.1%, 4.9%
> CCn1c(=O)c(C(=O)Nc2ccsc2C(=O)OC)c(O)c2ccccc21
→ 1.1%, ?, 5.7%, 7.08µM*, 1.9%, -9.2%, 15.8%
> COC(=O)c1ccccc1NC(=O)c1ccc2nccnc2c1
→ 1.3%, 6.9%[10 µM], -13.8%, -5.7%, ?, ?, -2.8%
> Cc1ccc(S(=O)(=O)N2CCC(C(=O)N[C@@H](C)C(=O)NC3CCS(=O)(=O)C3)CC2)cc1 (stereo partly drawn)
→ 3.8%, ., -0.4%, -11.4%, -10.8%, -3.3%, -6.6%
> CCN1CCN(C(=O)CN(c2ccccc2C)S(C)(=O)=O)CC1
→ 0.6%, 20.7%, 1.5%, -9.1%, 3.1%, -5.4%, 3.3%
> COCCNC(=S)NNC(=O)c1ccco1
→ 5.4%, -21.1%, -0.8%, 22.4%[9.22 µM], 2.6%, 15.6%, ?
> O=C(CSc1nc2ccccc2c(=O)n1Cc1ccccc1)NCc1ccco1
→ 5.3%, -3.6%, -1.9%, -13.8%, ?, -0.1%, 5.5%
> CCCn1nc(NC(=O)c2cccs2)c2cc3ccc(C)cc3nc21
→ -3.6%, 14.2%[10 µM], 25.6%, 5.4%[9.22 µM], -8.6%[15.4 µM], ., -1.1%
> CCOC(=O)N1CCN(C(=O)COc2ccc(S(=O)(=O)NCc3ccccc3)cc2)CC1
→ -3.6%, -0.7%, 7.7%, -9.9%, -5.1%, ?, 6.4%
> Cc1ccc(-c2nnn(CC(=O)N3CCCCC3)n2)o1
→ -6.8%, -13.9%, 2.2%, 24.2%, 0.8%, 8.0%[9.22 µM], 3.7%
> Cc1ccc2nc(-c3ccc(NC(=O)CCS(=O)(=O)c4ccccc4)cc3)sc2c1
→ 0.9%, -10.9%[10 µM], 7.0%, -2.4%, 10.0%, -22.2%, -8.2%
> COc1ccc(Cn2c(=S)[nH]c3ccccc32)cc1
→ 1.8%, -20.7%, -1.0%, 26.8%[9.22 µM], 7.0%, ., -17.2%
> CCOC(=O)C(NC(C)=O)(Nc1cccc(F)c1)C(F)(F)F (stereo not drawn)
→ -5.5%, 11.0%, 3.8%, -7.6%, 0.2%, -7.3%, 3.4%
> CCCc1[nH][nH]c(=O)c1C(c1ccccc1)C(C#N)C#N (stereo not drawn)
→ 3.9%, -14.3%[10 µM], 11.6%, 6.2%, 4.6%, 16.7%, -13.8%
> O=C(CCC1CCCN(C(=O)c2ccco2)C1)NCc1ccccc1F (stereo not drawn)
→ -3.7%, -14.7%, 10.4%, -0.2%, -3.7%, ., 12.4%
> CC(=O)c1nn(-c2cccc(Br)c2)cc1C(=O)c1cccc2ccccc12
→ -12.1%, -15.1%, 1.6%, 4.3%, 8.7%, 7.3%, -8.3%
> Cc1ccccc1OCCCC(=O)Nc1ccc(N2CCOCC2)cc1
→ 7.9%, -5.2%, -26.4%, -2.1%, -3.6%, -4.9%, -6.9%
> O=C(c1ccccc1)N1CCN(CC(O)Cn2ccc3ccccc32)CC1 (stereo not drawn)
→ -0.2%, 18.7%[10 µM], 6.5%, 3.5%[9.22 µM], ., ., -3.0%
> C=CC[C@@H]1C=C[C@H](O/N=C(\C)CCN2CCCCc3nc(C)c(C)cc32)[C@H](CO)O1
→ 0.1%[17.4 µM], ?, 4.1%[13.1 µM], ., ., ., .
> CCOC(=O)Nc1cc(C(=O)OCC)c(C)nc1C
→ 4.7%, 8.1%[10 µM], -1.3%, 0.2%, -6.6%, 11.3%, -3.2%
> COC(=O)Cn1c(=NC(=O)c2cc(-c3cccs3)nc3ccccc23)sc2cc(S(N)(=O)=O)ccc21
→ -0.5%, 3.5%[10 µM], 1.1%, 19.5%, -6.7%, 2.8%, 7.5%
> COc1ccc(N(CC(=O)NCc2ccccc2C)S(=O)(=O)c2ccccc2[N+](=O)[O-])c(OC)c1
→ -2.5%, 8.3%[10 µM], -12.5%, 10.5%[9.22 µM], -12.7%, 20.1%[46 µM], -3.6%
> CCN(CC)C(=O)CSc1nc2ccccc2c(=O)n1CCC(=O)N1CCN(c2ccccc2)CC1
→ 1.5%, -47.5%[inhibitor], ?, -14.7%, -3.1%, ., 7.5%
> FC(F)(F)c1cccc(CNc2ncccc2-c2nc3cc(Cl)ccc3o2)c1
→ -3.8%, -2.5%, -2.1%, 5.1%, ?, 15.1%, 0.6%
> Cc1nn2c(-c3cccc(NC(=O)c4ccco4)c3)nnc2c2ccccc12
→ 1.4%, 8.0%[10 µM], -8.8%, -22.7%, -3.0%, ?, 6.8%
> C=CCN1c2ccccc2[C@]23C[C@@H](C(=O)OC)N(S(=O)(=O)c4ccc(C(F)(F)F)cc4)C2=NC(C(=O)OC)=C(C(=O)OC)[C@H]13
→ -4.2%[17.4 µM], 38.2%[10 µM], -5.1%[13.1 µM], ., ., -22.1%[9.22 µM], .
> CCCNC(=O)NC(=O)CSc1ncc(C(F)(F)F)cc1Cl
→ -8.2%, 11.1%[10 µM], 2.5%, 11.7%, -5.0%, 11.6%, 9.0%
> CC(=O)c1c(C)[nH]c(C(=O)CN2C(=O)NC(C)(c3ccc(C)cc3)C2=O)c1C (stereo not drawn)
→ -1.0%, -38.7%, 1.3%, 22.0%, 0.5%, ?, 4.3%

Additional results.
Values run as follows: aGlu spleen mod, HTT cytoprotect, CBFb-RUNX1 inh, HTT aggregate, GAA inhib, Lamin A splicing, GAA glycogen
> Cc1ccc(NC(=O)CSC2=C(C#N)C(c3ccc4c(c3)OCO4)C3=C(CCCC3=O)N2)c(C)c1 (stereo not drawn)
→ -2.3%, -12.4%, 1.9%, 7.6%, -4.5%, ?, -22.7%
> CS(=O)(=O)NCC(c1ccco1)N1CCN(c2ccc(F)cc2)CC1 (stereo not drawn)
→ -16.7%, -6.5%[10 µM], -5.5%, 13.3%, -0.7%, ?, -5.2%
> CCOC(=O)N1CCN(CC(=O)Nc2c(C(=O)OC)[nH]c3ccc(Cl)cc23)CC1
→ -0.6%, -20.9%[0.074 µM], 6.3%, -9.7%, -5.6%, ?, 0.4%
> O=c1cnc2cncnc2n1Cc1ccccc1Cl
→ 8.1%, -76.0%[inhibitor], ., ., ., ?, .
> CCN(Cc1ccccc1)C(=O)C1CCN(Cc2ccc(SC)cc2)CC1
→ -1.1%, -9.6%[10 µM], 5.4%, -16.7%[9.22 µM], 1.2%, -3.5%[46 µM], -9.7%
> O=C(NCc1nnc(SCc2ccccc2)n1-c1ccccc1)C12CC3CC(CC(C3)C1)C2
→ 2.7%, -5.8%[10 µM], -1.3%, 1.3%, -9.5%, -9.6%, -3.7%
> CCOC(=O)C1=C(CSc2nc(CC)c(C)cc2C#N)OC(N)=C(C#N)C1c1ccc(OC)cc1 (stereo not drawn)
→ -1.2%, 12.7%[10 µM], 2.1%, 12.2%, -8.0%, -8.4%, ?
> Cc1nn(-c2ccccc2)c(Cl)c1C(=O)NCCCCNC(=O)c1c(C)nn(-c2ccccc2)c1Cl
→ 2.3%, -13.5%, -2.9%, 27.2%, -7.2%, -3.6%, 3.1%
> COc1cccc(/C=C/C(=O)N2CCN(S(=O)(=O)c3ccccc3)CC2)c1OC
→ -8.6%, -5.5%[10 µM], 0.0%, 1.3%[9.22 µM], ., ., -4.8%
> Fc1ccccc1/C=N/Nc1nc(-c2ccccn2)nc2ccccc12
→ 2.5%, -59.6%[inhibitor][10 µM], -1.3%, -7.2%[9.22 µM], ., ., 3.5%
> Cn1c(SCC(=O)N/N=C/c2cccs2)nc2ccccc21
→ 1.9%, 19.2%[10 µM], 5.4%, 8.3%, -3.0%, -3.5%, 8.5%
> O=C(OCC(=O)c1ccc[nH]1)c1ccc(S(=O)(=O)N2CCCCCC2)cc1
→ -0.8%, -5.6%, -6.5%, 5.2%, -4.0%, 0.5%, -3.3%
> C=CCNc1nc(Nc2ccc(-c3nc4ccccc4o3)cc2)nc(N2CCOCC2)n1
→ -1.0%, -81.3%[inhibitor][10 µM], -6.3%, ?, 11.0%, 0.3%, -10.6%
> O=C(NNC(=O)C1C2CCC(C2)C1C(=O)O)c1ccc(Cl)cc1 (stereo not drawn)
→ -10.5%, -8.3%[10 µM], 1.3%, 5.8%[9.22 µM], 0.4%, 3.2%[46 µM], -18.5%
> Cc1cc(-c2ccc(/C=N/n3cnnc3)o2)c([N+](=O)[O-])cc1C
→ -5.3%, 12.7%, 2.6%, 3.7%, 0.4%, -13.7%, -6.9%
> Cc1nc(SCc2ccccc2)c2ccsc2n1
→ -5.3%, -25.0%, 22.8%, -22.8%, -9.5%, ., 0.8%

Just HTT cytoprotect, for three of the compounds above:
Compound,HTT cytoprotect
Cc1nn2c(-c3cccc(NC(=O)c4ccco4)c3)nnc2c2ccccc12,8.0%[10 µM]
C=CCN1c2ccccc2[C@]23C[C@@H](C(=O)OC)N(S(=O)(=O)c4ccc(C(F)(F)F)cc4)C2=NC(C(=O)OC)=C(C(=O)OC)[C@H]13,38.2%[10 µM]
CCCNC(=O)NC(=O)CSc1ncc(C(F)(F)F)cc1Cl,11.1%[10 µM]
